# C2C12 statin = suppressors of statin myotoxicity in C2C12 myotubes, primary screen, cell-based, single point, plate reader | C2C12 myotubes + simvastatin, ATP luminescence, 48 h; scaled: DMSO 0, geranylgeraniol control 100 | rescue of ATP level, % at 7.49 µM | 330,000 tested, 0.78% active;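 active = mean ATP rescue above about 67%, or every replicate alone reaching that limit, limit read from the data, passing the limit was not always enough; inconclusive = no clear call, values can overlap the other calls; inactive = mean under the limit and some replicate under it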;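 note: myotubes were challenged with 10 µM simvastatin during compound exposure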
# PGC1a acetyl inh = inhibitors of PGC1a acetylation signal, primary screen, cell-based, U2OS, AlphaScreen, inhibitor mode | AlphaScreen anti-acetyl-lysine; with virally co-expressed GCN5 acetyltransferase | inhibition, % at 15.6 µM | 350,000 tested, 0.17% active | AID 651687, 2012;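 active = every replicate shows inhibition of at least 40%; inconclusive = mean inhibition at least 40% but some replicate below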;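 note: 0% = neutral control wells and 100% = positive control wells; some results beyond the cut were filed as inactive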
# Cneo AK release = Cryptococcus neoformans cell lysis inducers, primary screen, AK release luminescence, single concentration; C. neoformans lysis, adenylate kinase release luminescence, 4 h; normalised: neutral wells 0, clomiphene wells 100; lysis activity, % at 15 µM; 360,000 tested, 0.2% active; AID 651654, 2012;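 active = mean lysis activity across replicates of at least 80%, whatever share of replicates individually reach that level; inactive = mean lysis activity below 80%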
#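 Material – Cryptococcus neoformans yeast cells · Quantity – 5 × 10^6 yeast cells/mL · Buffer or medium – YPD medium · Compound – single dose · Timing – 4 h static compound exposure, 37 °C, read 1 h post-reagent · Signal – adenylate kinase release luminescence · Read-out basis – lysis from increased AK signal · Benchmarks – Clomiphene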
# SIRT5 inh = SIRT5 desuccinylase inhibitors, primary screen, biochemical, fluorescence imaging, single point, set 5; Purified SirT5, succinyl-peptide AMC, trypsin-coupled fluorescence; inhibition, % at 15 µM; 330,000 tested, 1.1% active; AID 652115, 2013; in the data active = inhibition above about 15%; inconclusive = no clear call, values can overlap the other calls
# Target sequence (Q9NXA8 whole entry, looked up): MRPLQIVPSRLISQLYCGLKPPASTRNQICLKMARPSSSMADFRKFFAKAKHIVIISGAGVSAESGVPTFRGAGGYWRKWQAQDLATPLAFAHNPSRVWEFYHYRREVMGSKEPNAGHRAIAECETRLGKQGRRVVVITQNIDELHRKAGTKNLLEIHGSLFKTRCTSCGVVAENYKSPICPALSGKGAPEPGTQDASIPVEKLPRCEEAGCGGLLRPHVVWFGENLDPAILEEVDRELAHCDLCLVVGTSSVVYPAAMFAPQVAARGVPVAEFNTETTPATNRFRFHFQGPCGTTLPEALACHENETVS
# ERAP1 HTS inh = human ERAP1 aminopeptidase inhibitors, primary screen, biochemical, single point, plate reader | inhibition, % at 10.7 µM | recombinant ERAP1, Leu-AMC fluorescence, 60 min | Endoplasmic reticulum aminopeptidase 1 (Homo sapiens), Q9NZ08 | 340,000 tested, 0.15% active;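 active = mean replicate inhibition of at least 30%, or all replicates individually reaching that 30% level; inactive = mean below 30% and not every replicate reaching it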;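 note: 0% = neutral control wells and 100% = L-leucinethiol positive control wells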
# S100A4 MyoIIA = inhibitors of S100A4-myosin IIA peptide binding, primary screen, biochemical, fluorescence polarization, TAMRA-MyoIIA peptide | Protein S100-A4 (Homo sapiens), P26447 | inhibition, % at 10.7 µM | 360,000 tested, 0.14% active | AID 652163, 2013;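 active = mean inhibition of at least 70% across replicates, with every replicate also reaching that level; inconclusive = mean inhibition reaches 70% but some replicates fall short; inactive = mean inhibition below 70%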
# Target sequence (P26447 whole entry, looked up): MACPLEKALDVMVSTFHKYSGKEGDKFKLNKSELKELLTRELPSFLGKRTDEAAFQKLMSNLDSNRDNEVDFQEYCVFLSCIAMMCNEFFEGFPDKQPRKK
#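 Test system: S100A4 monomer protein. Medium: HEPES buffer with Ca2+, pH 7.2. Reagent: fluorescent myosin IIA peptide, 5 nM. Compound dosing: single-point compound testing. Timing: 5 min between mix addition and reading. Benchmarks: DMSO neutral and TFP positive wells.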
# Xi reactivation = activators of inactive X chromosome reactivation, primary screen, imaging, XiGFP fibroblasts, GFP high-content imaging, set 2; 360,000 tested, 0.055% active; activation, % at 7.58 µM; AID 743238, 2013; XiGFP mouse fibroblasts, % GFP-positive cells imaging, 3 d; cells co-treated with 5-aza-dC sensitizer; scaled so ellipticine positive control = 100%;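 active = mean normalized replicate activation at least 10% and every replicate at or above 10%; inconclusive = only one of the two criteria met; inactive = mean below 10% and not all replicates reach 10%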;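 note: 0% = median of on-plate neutral control wells and 100% = ellipticine 6 µM median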
#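 Material: XiGFP fibroblasts, SV40-immortalized; Buffer or medium: DMEM containing 5-aza-dC; Compound dosing: single point; Times: 3 days compound exposure.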
# LGR2 antag = inhibitors of bursicon-induced LGR2 CRE-luciferase signal, primary screen, cell-based, HEK293, CRE-luciferase reporter, bursicon stimulation; Drosophila bursicon receptor LGR2 (rickets); bursicon-stimulated, 4 h; inhibition, % at 9.99 µM; 380,000 tested, 0.35% active;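 active = drop in luminescence signal, shown as inhibition above about 50% in the replicate tests, limit read from the data, passing the limit was not always enough; inconclusive = probably only some replicates passing the limit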;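 note: agonist challenge used bursicon conditioned medium at about half maximal strength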
# Active calls of the source: *; u = inconclusive; x = not tested or not shown.
# The first three records, ahead of the listing:
# Short forms: A = C2C12 statin; B = PGC1a acetyl inh; C = Cneo AK release; D = SIRT5 inh; E = ERAP1 HTS inh; F = S100A4 MyoIIA; G = Xi reactivation; H = LGR2 antag
CC(=O)N1CC2(C1)[C@H](c1ccc(-c3ccc(C#N)cc3)cc1)[C@H](CO)N2C(=O)C1CC1
  A: x | B: 1 | C: x | D: -6 | E: 3 | F: -10 | G: 0.0 | H: 0
Cn1nc(C(=O)Nc2ccc(S(=O)(=O)N3CCOCC3)cc2)c2ccccc2c1=O
  A: x | B: x | C: x | D: -5 | E: 4 | F: 1 | G: 0.0 | H: -29
COc1ccc(Cc2nnc(NC(=O)C3CCN(C(=O)c4ccco4)CC3)s2)cc1
  A: 9 | B: x | C: 0 | D: -3 | E: -3 | F: 2 | G: 0.3 | H: 7

# Main list (from the top)
# Short forms: A = C2C12 statin; B = PGC1a acetyl inh; C = Cneo AK release; D = SIRT5 inh; E = ERAP1 HTS inh; F = S100A4 MyoIIA; G = Xi reactivation; H = LGR2 antag
CC(=O)N1CC2(C1)[C@H](c1ccc(-c3ccc(C#N)cc3)cc1)[C@H](CO)N2C(=O)C1CC1
  A: x | B: 1 | C: x | D: -6 | E: 3 | F: -10 | G: 0.0 | H: 0
Cn1nc(C(=O)Nc2ccc(S(=O)(=O)N3CCOCC3)cc2)c2ccccc2c1=O
  A: x | B: x | C: x | D: -5 | E: 4 | F: 1 | G: 0.0 | H: -29
COc1ccc(Cc2nnc(NC(=O)C3CCN(C(=O)c4ccco4)CC3)s2)cc1
  A: 9 | B: x | C: 0 | D: -3 | E: -3 | F: 2 | G: 0.3 | H: 7
COCCNC(=O)C[C@@H]1C[C@@H]2c3cc(NS(=O)(=O)c4ccccc4)ccc3O[C@@H]2[C@H](CO)O1
  A: 2 | B: 11 | C: -2 | D: -2 | E: 0 | F: 0 | G: -0.1 | H: -2
COc1ccc(C(=O)CN2C(=O)c3ccccc3C2=O)c(OC)c1C
  A: -10 | B: 13 | C: 9 | D: -4 | E: 4 | F: 5 | G: x | H: 14
CC(=O)Nc1ccc(NC(=O)Nc2cccc(Cl)c2)cc1
  A: -9 | B: x | C: -3 | D: -4 | E: 1 | F: 0 | G: 0.3 | H: -14
O=C(CSc1cccc[n+]1[O-])Nc1ccccc1Oc1ccccc1
  A: -3 | B: 9 | C: -2 | D: -2 | E: 4 | F: 1 | G: 0.0 | H: -2
CCN(CC)S(=O)(=O)c1ccc(C(=O)NC(=S)N(CCO)Cc2ccccc2)cc1
  A: -1 | B: x | C: -1 | D: -1 | E: 4 | F: -4 | G: 0.1 | H: 10
Cc1cc(C)cc(N(C(C)C(=O)N2CCOCC2)S(C)(=O)=O)c1 (stereo not drawn)
  A: x | B: -2 | C: x | D: -1 | E: 8 | F: -4 | G: 2.4 | H: -16
Cc1ccc(SCCC(=O)OC(C(=O)NC(N)=O)C(C)C)cc1 (stereo not drawn)
  A: 8 | B: 18 | C: -2 | D: -2 | E: -2 | F: -1 | G: 0.6 | H: 3
C[C@@H]1CCCCO[C@H](CN(C)C(=O)NC2CCCCC2)[C@H](C)CN([C@H](C)CO)C(=O)c2cc(NC(=O)C3CCCCC3)ccc2O1
  A: -13 | B: -2 | C: 0 | D: 2 | E: 4 | F: 13 | G: 0.0 | H: 5
C/C=C/c1ccccc1[C@@H]1[C@@H](C#N)N(C(C)=O)[C@H]1CO
  A: x | B: 1 | C: x | D: -4 | E: -1 | F: 5 | G: 0.0 | H: -1
O=c1oc2ccccc2c(N2CCOCC2)c1[N+](=O)[O-]
  A: x | B: -6 | C: x | D: 0 | E: 0 | F: 2 | G: 0.2 | H: -5
CNC[C@H]1Oc2c(cccc2N(C)C)C(=O)N([C@H](C)CO)C[C@@H]1C
  A: 5 | B: 4 | C: -1 | D: -1 | E: -1 | F: 11 | G: -0.8 | H: 0
C[C@@H]1CN([C@@H](C)CO)C(=O)c2cccc(NC(=O)NC3CCCCC3)c2O[C@@H]1CN(C)S(=O)(=O)c1ccc(Cl)cc1
  A: 1 | B: 2 | C: -11 | D: 1 | E: 1 | F: -5 | G: 0.0 | H: -8
C[C@@H]1CN([C@@H](C)CO)C(=O)c2cc(-c3ccccc3)cnc2O[C@H]1CN(C)C(=O)c1cccnc1
  A: -15 | B: -2 | C: 2 | D: 6 | E: 0 | F: 10 | G: 0.0 | H: -27
O=C(CNC(=O)c1ccccc1)Sc1ccccc1
  A: 9 | B: 6 | C: 2 | D: x | E: 0 | F: 9 | G: 0.1 | H: -8
C[C@H](CO)N1C[C@H](C)[C@@H](CN(C)C(=O)Cc2ccccc2)OCCCC[C@H](C)Oc2ccc(N(C)C)cc2C1=O
  A: -7 | B: 0 | C: -2 | D: 6 | E: -2 | F: -26 | G: 0.1 | H: -3
Cc1cc(C)cc(NC(=O)CSc2nnc(CNC(=O)c3ccco3)n2C)c1
  A: 18 | B: x | C: 1 | D: 0 | E: 0 | F: -2 | G: -0.1 | H: 5
C[C@H]1CN([C@@H](C)CO)C(=O)c2cc(-c3cccnc3)cnc2O[C@@H]1CN(C)C(=O)Cc1cccnc1
  A: 1 | B: -3 | C: 0 | D: 1 | E: 1 | F: 2 | G: -0.5 | H: -8
CCC(C)Sc1nc2c(c(=O)[nH]1)C(c1cccs1)C1=C(CCCC1=O)N2 (stereo not drawn)
  A: 6 | B: -6 | C: 1 | D: x | E: -1 | F: -2 | G: 0.3 | H: 16
CC1(C)Cc2c(sc(NC(=O)c3ccco3)c2C(=O)O)CO1
  A: 13 | B: 2 | C: -1 | D: 1 | E: 3 | F: 4 | G: x | H: -30
COCCNC(=S)N1CCC2CC1c1cc(-c3ccc4c(c3)OCO4)ccc12 (stereo not drawn)
  A: 10 | B: 19 | C: 0 | D: 2 | E: x | F: 3 | G: 0.0 | H: 3
CCn1cc(C(=O)NCCCN2CCCC(C)C2)c(=O)c2cc(S(=O)(=O)N(C)C3CCCCC3)ccc21 (stereo not drawn)
  A: -6 | B: x | C: -1 | D: 3 | E: -2 | F: -5 | G: 0.2 | H: 4
O=C(Nc1ccccc1-c1ccccc1)c1cc(C(F)(F)F)cc(C(F)(F)F)c1
  A: x | B: 3 | C: 2 | D: x | E: x | F: x | G: 0.0 | H: 6
COc1ccccc1NC(=O)c1ccc(-n2ccnc2)c([N+](=O)[O-])c1
  A: 3 | B: 0 | C: 1 | D: 3 | E: 3 | F: 0 | G: 0.0 | H: 0
CCOc1ccc(C(C)=O)cc1CSC(=N)N
  A: x | B: u | C: x | D: 0 | E: 4 | F: 11 | G: 0.0 | H: 14
COc1ccc(S(=O)(=O)N2CCOCC2)cc1NC(=O)CN1CCCC1
  A: x | B: 1 | C: 2 | D: -1 | E: 4 | F: -11 | G: 0.3 | H: 1
CN(C)c1ccc(C(C(=O)NCc2ccccc2)N(Cc2cccnc2)C(=O)c2snc(C(N)=O)c2N)cc1 (stereo not drawn)
  A: -16 | B: -1 | C: -2 | D: -1 | E: 1 | F: -6 | G: 0.2 | H: 12
C[C@@H]1CN([C@H](C)CO)C(=O)c2cc(C#Cc3ccncc3)cnc2O[C@H]1CN(C)CC1CCOCC1
  A: 39 | B: -36 | C: -2 | D: 1 | E: 1 | F: 6 | G: -0.3 | H: -1
Cc1ccccc1NC(=O)C1CC(=O)OC12CCOC(C)(C)C2 (stereo not drawn)
  A: 2 | B: x | C: 1 | D: -5 | E: 1 | F: -9 | G: 0.5 | H: -5

# Some of these compounds in order of SMILES length, low to high.
# Short forms: A = C2C12 statin; B = PGC1a acetyl inh; C = Cneo AK release; D = SIRT5 inh; E = ERAP1 HTS inh; F = S100A4 MyoIIA; G = Xi reactivation; H = LGR2 antag
Cc1ccccc1NC(=O)C1CC(=O)OC12CCOC(C)(C)C2 (stereo not drawn)
  A: 2 | B: x | C: 1 | D: -5 | E: 1 | F: -9 | G: 0.5 | H: -5
CCn1cc(C(=O)NCCCN2CCCC(C)C2)c(=O)c2cc(S(=O)(=O)N(C)C3CCCCC3)ccc21 (stereo not drawn)
  A: -6 | B: x | C: -1 | D: 3 | E: -2 | F: -5 | G: 0.2 | H: 4
CC(=O)N1CC2(C1)[C@H](c1ccc(-c3ccc(C#N)cc3)cc1)[C@H](CO)N2C(=O)C1CC1
  A: x | B: 1 | C: x | D: -6 | E: 3 | F: -10 | G: 0.0 | H: 0

# This is a subset (hit frequency here may not be typical).
